Compound activity (PubChem)
p53 PUMA act – mutant p53 pathway reactivation | SW480 PUMA-promoter luciferase | activation, % at 9.98 µM | 28,000 compounds, 1.5% hits | AID 624151; in the data active = activation above about 52%
STK33 inh – blocks human STK33 kinase activity | Q9BYT3 | ADP-Glo luminescence, MBP substrate | inhibition, % at 12.5 µM | 27,000 compounds, 0.44% hits | AID 2322; in the data active = inhibition above about 20%
Target sequence (Q9BYT3 whole entry, looked up): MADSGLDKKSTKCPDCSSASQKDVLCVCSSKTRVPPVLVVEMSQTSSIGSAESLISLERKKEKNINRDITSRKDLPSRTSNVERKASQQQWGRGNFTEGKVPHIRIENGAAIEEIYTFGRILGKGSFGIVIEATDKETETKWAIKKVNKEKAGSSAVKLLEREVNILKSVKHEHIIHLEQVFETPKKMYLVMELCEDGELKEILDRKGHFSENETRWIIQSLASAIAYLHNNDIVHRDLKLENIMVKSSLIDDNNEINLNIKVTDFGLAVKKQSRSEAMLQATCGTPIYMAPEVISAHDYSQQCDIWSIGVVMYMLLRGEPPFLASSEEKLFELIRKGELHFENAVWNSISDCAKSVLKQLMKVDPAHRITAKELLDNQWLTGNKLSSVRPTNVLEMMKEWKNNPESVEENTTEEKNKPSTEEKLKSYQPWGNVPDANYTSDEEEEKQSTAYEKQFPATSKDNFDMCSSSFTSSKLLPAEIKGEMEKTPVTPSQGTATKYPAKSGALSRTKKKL
* = called active by the depositor; x = no result given. A portion of the library, so the mix of outcomes need not match the whole.

1) COC(=O)C(C)N(C#N)c1nc(C)nc(C)n1 (centres undefined)
2) C[C@@H]1CN([C@@H](C)CO)C(=O)c2cc(NC(=O)Nc3ccc(C(F)(F)F)cc3)ccc2O[C@H]1CN(C)S(=O)(=O)c1ccccc1
3) Cc1nc(C)n(CC(O)COc2ccc3c(c2)CCC3)n1 (centres undefined)
4) COC(=O)/C=C/c1ccc(OC)c(/C=C/C(C)(C)O)c1
5) C[C@@H]1CN([C@H](C)CO)C(=O)c2cc(NC(=O)Cn3cnnn3)ccc2O[C@H]1CN(C)Cc1ccc(-c2ccccc2)cc1
6) C[C@H](CO)N1C[C@H](C)[C@H](CN(C)C(=O)Nc2cccc3ccccc23)Oc2c(NC(=O)C3CC3)cccc2C1=O
7) C[C@@H]1CN([C@H](C)CO)C(=O)c2cc(NC(=O)Nc3cccc4ccccc34)ccc2O[C@@H](C)CCCCO[C@H]1CN(C)Cc1ccc2c(c1)OCO2
8) Cc1ccc(OCC(=O)Nc2cccc3c2C(=O)NC3=O)cc1C
Screen / compound no.	1	2	3	4	5	6	7	8
p53 PUMA act	-5	-33	2	x	x	x	-39	23
STK33 inh	2	x	-1	-2	-2	-1	x	5

9) CC(=O)O[C@H]1[C@H](Oc2ccccc2COC(=O)C2(O)C=CCCC2=O)O[C@H](CO)[C@@H](O)[C@@H]1O (some centres undefined)
10) O=C(NC1CCCCC1)c1ccc(COCC(F)(F)F)o1
11) COc1ccc(NC(=O)Nc2ccc3c(c2)C(=O)N([C@@H](C)CO)C[C@@H](C)[C@@H](CN(C)S(=O)(=O)c2cccs2)O3)cc1
12) Cc1ccc(S(=O)(=O)NC(C)(C)CSc2ccccn2)cc1
13) C[C@H]1CN([C@@H](C)CO)C(=O)Cc2cc(NC(=O)Cc3cn(C)c4ccccc34)ccc2O[C@@H]1CN(C)C(=O)NC1CCCCC1
14) O=C(NCCCN1CCOCC1)c1cc2cc([N+](=O)[O-])ccc2oc1=O
15) Cc1noc(C)c1S(=O)(=O)N(C)C[C@H]1OCCCC[C@H](C)Oc2ccc(NC(=O)CCCN(C)C)cc2C(=O)N([C@H](C)CO)C[C@H]1C
16) O=S1(=O)NC(=NCCOCc2ccc(Cl)cc2)c2ccccc21
Screen / compound no.	9	10	11	12	13	14	15	16
p53 PUMA act	-1	4	-2	-4	-7	-5	-3	-3
STK33 inh	2	x	x	3	4	1	x	3

Rewritten tab-delimited: five of the compounds above
no.	SMILES	p53 PUMA act	STK33 inh
9	CC(=O)O[C@H]1[C@H](Oc2ccccc2COC(=O)C2(O)C=CCCC2=O)O[C@H](CO)[C@@H](O)[C@@H]1O (some centres undefined)	-1	2
10	O=C(NC1CCCCC1)c1ccc(COCC(F)(F)F)o1	4	x
11	COc1ccc(NC(=O)Nc2ccc3c(c2)C(=O)N([C@@H](C)CO)C[C@@H](C)[C@@H](CN(C)S(=O)(=O)c2cccs2)O3)cc1	-2	x
12	Cc1ccc(S(=O)(=O)NC(C)(C)CSc2ccccn2)cc1	-4	3
13	C[C@H]1CN([C@@H](C)CO)C(=O)Cc2cc(NC(=O)Cc3cn(C)c4ccccc34)ccc2O[C@@H]1CN(C)C(=O)NC1CCCCC1	-7	4

The results go on:
17) COc1ccc(Cl)cc1NC(=S)NCc1ccco1
18) Cc1cc(C(=O)Nc2cccc3c2O[C@H](CN(C)Cc2ccc(C(F)(F)F)cc2)[C@@H](C)CN([C@H](C)CO)C3=O)n(C)n1
19) Cc1noc(C)c1S(=O)(=O)N(C)C[C@@H]1Oc2ccc(NS(=O)(=O)c3cccs3)cc2CC(=O)N([C@H](C)CO)C[C@@H]1C
20) C[C@H](CO)N1C[C@H](C)[C@@H](CN(C)Cc2cccc(C(=O)O)c2)Oc2cc(C3=CCCC3)ccc2S1(=O)=O
21) O=C1O[C@@H](c2ccccc2)[C@@H](c2ccccc2)N2[C@@H](c3ccccc3OCCO)[C@]3(C(=O)Nc4ccc(C#CCCO)cc43)[C@@H](C(=O)O)[C@H]12
22) CCn1c(SCC(=O)Nc2cc(C)c(Cl)cc2OC)nnc1-c1cccs1
23) CCCCCCCC(O)C(O)C1CC(OC)=CC(=O)O1 (centres undefined)
24) CN(Cc1nc(-c2ccccn2)no1)S(=O)(=O)c1ccc(Br)cc1
Screen / compound no.	17	18	19	20	21	22	23	24
p53 PUMA act	-7	-14	-6	-5	x	12	5	-7
STK33 inh	0	x	0	x	0	-1	-3	-2

25) C[C@H]1CN([C@@H](C)CO)C(=O)Cc2cc(NS(=O)(=O)c3ccc(Cl)cc3)ccc2O[C@H]1CN(C)CC1CCCCC1
26) O=C(CSCc1c(Cl)cccc1Cl)Nc1cccnc1
27) COc1cc(CO)cc(Cl)c1OCc1cccc(C(=O)O)c1
28) CSc1nc2cc(C)nn2c(-c2ccc(C(C)(C)C)cc2)c1C#N
29) C[C@H]1CCCCO[C@H](CN(C)S(=O)(=O)c2cn(C)cn2)[C@@H](C)CN([C@@H](C)CO)C(=O)c2cc(NC(=O)Nc3ccc4c(c3)OCO4)ccc2O1
30) O=C(O)CCC(=O)Nc1ccc2c(c1)oc1ccccc12
31) C[C@H]1CN([C@@H](C)CO)C(=O)Cc2cc(NC(=O)Cn3cnnn3)ccc2O[C@H]1CN(C)C(=O)Nc1ccc(F)cc1
32) O=C(CSc1nnnn1-c1ccc(F)cc1)c1ccc(O)c(O)c1
Screen / compound no.	25	26	27	28	29	30	31	32
p53 PUMA act	-30	25	7	x	3	7	x	0
STK33 inh	-3	-5	0	2	x	5	8	4

33) C[C@@H]1CN([C@@H](C)CO)S(=O)(=O)c2ccc(-c3ccccc3F)cc2O[C@H]1CN(C)C
34) COc1ccc(S(=O)(=O)N(C)C[C@H]2Oc3c(NC(=O)Nc4ccc5c(c4)OCO5)cccc3C(=O)N([C@@H](C)CO)C[C@H]2C)cc1
35) CCCN(C)C[C@@H]1Oc2ncc(Br)cc2C(=O)N([C@H](C)CO)C[C@@H]1C
36) CCOc1ccc(N=C2NC(=O)C(CC(=O)Nc3ccc(OC)cc3)S2)cc1 (centres undefined)
37) CCOC(=O)c1sc2ncn(CC(=O)Nc3ccc(C(C)=O)cc3)c(=O)c2c1C
38) C[C@H]1CN([C@@H](C)CO)C(=O)c2cc(NC(=O)C3CCCCC3)ccc2O[C@H]1CN(C)S(C)(=O)=O
39) CCCN(C)C[C@H]1Oc2cc(-c3ccncc3)ccc2S(=O)(=O)N([C@H](C)CO)C[C@H]1C
40) COc1ccc(CN(C)C[C@@H]2Oc3c(NS(C)(=O)=O)cccc3C(=O)N([C@H](C)CO)C[C@@H]2C)cc1
Screen / compound no.	33	34	35	36	37	38	39	40
p53 PUMA act	0	x	4	-4	-8	x	5	-3
STK33 inh	x	1	-1	-1	-3	-3	x	x

41) COCC#Cc1ccc2c(c1)O[C@@H](CN(C)C(=O)c1ccccc1F)[C@H](C)CN([C@@H](C)CO)S2(=O)=O
42) COc1ccccc1NC(=O)Cn1c(C(F)(F)F)nc2ccccc21
43) C[C@@H]1CCCCO[C@H](CN(C)S(=O)(=O)c2cccs2)[C@@H](C)CN([C@H](C)CO)C(=O)c2cc(N(C)C)ccc2O1
44) O=C(CN1C(=O)c2ccccc2S1(=O)=O)Nc1cccc(Br)c1
45) Cn1c(=S)n(CCSc2nc3ccccc3n2-c2ccccc2)c2ccccc21
46) C[C@H](CO)N1C[C@H](C)[C@H](CN(C)S(=O)(=O)c2ccccc2)Oc2ccc(NC(=O)Nc3ccc4c(c3)OCO4)cc2CC1=O
47) C[C@H](CO)N1C[C@H](C)[C@@H](CN(C)Cc2ccc(C(=O)O)cc2)Oc2ccc(NC(=O)Cc3ccccc3)cc2C1=O
48) C[C@@H]1CN([C@@H](C)CO)C(=O)c2cc(NC(=O)CCCN(C)C)ccc2O[C@@H](C)CCCCO[C@H]1CN(C)Cc1ccccc1
Screen / compound no.	41	42	43	44	45	46	47	48
p53 PUMA act	19	-5	3	-5	-7	x	2	2
STK33 inh	x	3	-3	8	x	3	x	x

49) C[C@@H]1CN([C@H](C)CO)C(=O)c2cccc(NC(=O)c3ccncc3)c2O[C@@H]1CN(C)Cc1ccc(C(F)(F)F)cc1
50) CSc1nsc(SCC(=O)Nc2ccc(C(C)=O)cc2)n1
51) C[C@@H]1CN([C@@H](C)CO)C(=O)Cc2cc(NS(=O)(=O)c3cccs3)ccc2O[C@H]1CN(C)S(=O)(=O)c1cccs1
52) CC(C)NC(=O)N(C)C[C@@H]1Oc2ccc(N(C)C)cc2CC(=O)N([C@@H](C)CO)C[C@@H]1C
53) COc1cc(/C=C/C(=O)NCC(O)c2ccc(O)cc2)ccc1O (centres undefined)
54) COc1cc(OC)c2ccc(=O)oc2c1CC(O)C(C)(C)OC (centres undefined)
55) CC(C)(C)[C@]1(O)CCN2C[C@H]3c4ccccc4CCc4cccc(c43)[C@@H]2C1
56) C/C=C/c1ccc(OCCCSc2nc(C)cc(=O)[nH]2)c(OC)c1
Screen / compound no.	49	50	51	52	53	54	55	56
p53 PUMA act	4	20	3	0	16	-1	x	6
STK33 inh	x	2	x	-1	-3	-2	-6	-3

57) C[C@@H]1CCCCO[C@H](CN(C)C(=O)c2ccccc2)[C@@H](C)CN([C@H](C)CO)C(=O)c2cc(NC(=O)Nc3ccccc3)ccc2O1
58) CCOC(=O)c1c(C2COc3ccccc3O2)csc1NC(=S)Nc1ccccc1 (centres undefined)
59) COc1ccc(S(=O)(=O)N(C)C[C@H]2Oc3ccc(N(C)C)cc3CC(=O)N([C@@H](C)CO)C[C@@H]2C)cc1
60) CC1CC(=O)C2C(O)(C1)CC(O)C13OC1c1c(O)cccc1C(=O)C23O (centres undefined)
61) COc1cccc(NC(=O)CN(c2ccc(C)cc2C)S(C)(=O)=O)c1
62) C[C@@H]1CN([C@@H](C)CO)C(=O)c2cccc(NC(=O)c3ccncc3)c2O[C@H]1CN(C)Cc1ccc2c(c1)OCO2
63) Cc1noc(C)c1S(=O)(=O)Nc1ccc2c(c1)C(=O)N([C@H](C)CO)C[C@H](C)[C@@H](CN(C)C(=O)Nc1ccc3c(c1)OCO3)OCCCC[C@@H](C)O2
64) CC(O)c1nc2ccccc2n1CCCOc1ccccc1 (centres undefined)
Screen / compound no.	57	58	59	60	61	62	63	64
p53 PUMA act	x	3	x	-12	-10	-2	x	4
STK33 inh	-6	-5	0	-5	1	x	-3	0

65) C[C@@H]1CN([C@H](C)CO)C(=O)c2cc(C#CC3(O)CCCC3)cnc2O[C@H]1CN(C)Cc1ccccn1
66) CCN(CC(=O)Nc1ccccc1)S(=O)(=O)c1ccc(C)cc1
67) COc1ccc(NC(=O)CC(c2ccccc2)c2ccco2)cc1 (centres undefined)
68) CN(c1cccc(NC(=O)c2ccccc2N(C)S(C)(=O)=O)c1)S(C)(=O)=O
69) COC(=O)c1ccccc1NC(=O)C1=C(C)NC(=S)NC1c1cc(Cl)cc(OC)c1OC(C)C (centres undefined)
70) COc1ccc([Si](C)(C)[C@H]2[C@H](CCn3cc([C@H](O)c4ccccc4)nn3)O[C@@]3(C(=O)N(Cc4ccc(N5CCOC5=O)cc4)c4ccccc43)[C@@H]2C)cc1
71) C[C@H](CO)N1C[C@H](C)[C@H](CN(C)S(C)(=O)=O)Oc2ccc(NS(=O)(=O)c3ccc(Cl)cc3)cc2CC1=O
72) O=C(Cn1c(NCCO)nc2ccccc21)c1cccc([N+](=O)[O-])c1
Screen / compound no.	65	66	67	68	69	70	71	72
p53 PUMA act	17	-4	12	8	-5	x	x	1
STK33 inh	x	-1	-3	-4	3	-1	1	5

73) COc1cc(NC(=O)COc2ccc(C)c(C)c2)ccc1NC(=O)c1ccccc1Cl
74) CCN(CC(=O)Nc1ccc2c(c1)OCCO2)S(=O)(=O)c1ccc2ccccc2c1
75) COc1ccc(S(=O)(=O)Nc2cccc3c2O[C@@H](CN(C)S(=O)(=O)c2ccccc2)[C@H](C)CN([C@@H](C)CO)C3=O)cc1
76) C[C@H]1CN([C@@H](C)CO)C(=O)CCCn2cc(nn2)CO[C@@H]1CN(C)Cc1cccc2c1OCCCO2
77) COc1ccc(NC(=O)Nc2ccc3c(c2)C(=O)N([C@H](C)CO)C[C@H](C)[C@@H](CN(C)C(=O)Nc2ccc(C(F)(F)F)cc2)OCCCC[C@@H](C)O3)cc1
78) COc1ccc(S(=O)(=O)Nc2ccc3c(c2)CC(=O)N([C@@H](C)CO)C[C@@H](C)[C@@H](CN(C)CC2CC2)O3)cc1
79) Cc1cccc(-c2nnc(SCC(=O)Nc3c(F)cc(F)cc3Br)n2C)c1
80) Cc1ccc(-c2nnc(SCC(=O)c3ccccc3)n2-c2ccccc2)cc1Cl
Screen / compound no.	73	74	75	76	77	78	79	80
p53 PUMA act	7	14	-3	7	x	14	-6	47
STK33 inh	1	-2	x	0	-2	0	-1	5

81) C=CCN(CC=C)C(=O)Cc1ccc(Br)cc1
82) C[C@@H]1CN([C@@H](C)CO)C(=O)c2cc(NC(=O)Nc3ccc(F)cc3)ccc2O[C@@H]1CN(C)C(=O)Nc1ccccc1
83) CS(=O)(=O)Nc1ccc([N+](=O)[O-])cc1Oc1ccccc1
84) COc1ccc(CN(C)C[C@H]2Oc3ccc(NS(=O)(=O)c4ccc(OC)cc4)cc3C(=O)N([C@@H](C)CO)C[C@@H]2C)cc1
85) C[C@@H]1CN([C@@H](C)CO)C(=O)Cc2cc(NC(=O)Cc3cn(C)c4ccccc34)ccc2O[C@@H]1CN(C)S(=O)(=O)c1cccs1
86) C[C@H]1CN([C@@H](C)CO)C(=O)c2cc(NC(=O)Nc3ccc(C(F)(F)F)cc3)ccc2O[C@H]1CN(C)S(=O)(=O)c1cn(C)cn1
Screen / compound no.	81	82	83	84	85	86
p53 PUMA act	9	x	x	7	-9	x
STK33 inh	x	-3	0	2	3	-1
